S1P4 antag = human S1P4 receptor antagonism | S1P4-expressing cells, antagonist mode, reporter read-out | inhibition, % at 4.98 µM | hit rate 0.26% among 220,000 | AID 1510; in the data active means inhibition above about 29%;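 further: 0% = wells stimulated with agonist and 100% = vehicle wells without agonist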
Target sequence (O95977 whole entry, looked up): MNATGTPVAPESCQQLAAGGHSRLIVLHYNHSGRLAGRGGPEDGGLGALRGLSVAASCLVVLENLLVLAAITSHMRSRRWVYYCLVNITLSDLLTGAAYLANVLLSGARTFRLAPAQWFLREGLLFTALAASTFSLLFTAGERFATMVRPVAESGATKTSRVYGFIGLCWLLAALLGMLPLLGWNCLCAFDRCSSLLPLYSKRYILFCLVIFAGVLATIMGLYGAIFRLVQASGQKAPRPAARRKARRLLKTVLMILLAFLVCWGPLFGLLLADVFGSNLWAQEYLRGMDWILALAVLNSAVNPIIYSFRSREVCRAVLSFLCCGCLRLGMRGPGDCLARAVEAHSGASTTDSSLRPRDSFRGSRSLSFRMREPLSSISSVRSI
NPY2 pot ag = potentiates or activates human NPY-Y2 receptor; activation, % at 3.6 µM; P49146; cells expressing NPY-Y2, potentiator/agonist read-out; hit rate 0.45% among 220,000; in the data active means activation above about 27%;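 further: cells stimulated with NPY near EC25 plus isoproterenol at EC100; 0% = vehicle plus submaximal agonist and 100% = vehicle plus saturating agonist; some results beyond the cut were filed as inactive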
Target sequence (P49146 whole entry, looked up): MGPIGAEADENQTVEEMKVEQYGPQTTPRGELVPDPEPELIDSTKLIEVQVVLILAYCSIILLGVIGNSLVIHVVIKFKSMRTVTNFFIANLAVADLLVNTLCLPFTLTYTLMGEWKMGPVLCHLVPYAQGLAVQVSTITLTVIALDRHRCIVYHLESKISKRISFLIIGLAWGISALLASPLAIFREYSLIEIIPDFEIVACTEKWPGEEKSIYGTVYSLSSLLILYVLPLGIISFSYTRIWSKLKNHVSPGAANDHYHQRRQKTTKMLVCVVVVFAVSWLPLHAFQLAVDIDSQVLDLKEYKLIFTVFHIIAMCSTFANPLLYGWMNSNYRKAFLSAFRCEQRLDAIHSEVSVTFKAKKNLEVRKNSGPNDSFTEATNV
eIF4E 4G PPI = inhibitors of eIF4E and eIF4G interaction in translation initiation; hit rate 0.37% among 220,000; TR-FRET eIF4E-eIF4GI(517-606) binding, 2 h; P63073+Q04637; AID 782; inhibition, % at 21.7 µM;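 active means inhibition above about 30%, limit read from the data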;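 further: 0% = full FRET control wells and 100% = background wells lacking eIF4GI fragment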
MDM2 E3 inh = inhibitors of human Mdm2 E3 ubiquitin ligase; hit rate 0.11% among 210,000; signal enhancement, % at 5 µM; AID 1230; cell-based MDM2 ubiquitination luciferase reporter, 2 h; 0 = plate control, 100 = twice control, blank-subtracted;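 active means signal enhancement of 30% or more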;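 further: luminescence tracks abundance of the self-degrading MDM2-luciferase fusion protein; higher signal means inhibition of MDM2 E3 ligase activity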
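system = mammalian cells stably expressing self-ubiquitinating, self-degrading MDM2 E3–luciferase fusion | quantity = 2000 cells per well seeded | incubation = 4 h cell settling then 2 h compound exposure, 37 °C | signal = SteadyLite luminescence, 15 min reagent step | benchmarks = plate control and blank wells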
Wee1 degr inh = human Wee1 degradation inhibition, primary screen. hit rate 1.2% among 220,000. HeLa Luc-Wee1K328M stability, luciferase luminescence; 100% = proteasome inhibitor MG132 effect. reporter increase, % at 5 µM;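 active means activation above the mean of all tested compounds plus 3 SD, set per screening run, cut at about 8.8% in these data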;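 further: cells exposed to compound for 20 h before luminescence read; 0% = DMSO alone and 100% = MG132 at 30 µM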
Ba/F3 V617F tox = loss of viability in JAK2V617F-driven Ba/F3 cells | Ba/F3 EpoR-JAK2V617F viability, ATP luminescence | inhibition, % at 5.6 µM | hit rate 1.1% among 220,000;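 active means inhibition above the campaign mean plus 3 SD over all tested compounds, cut at about 24% in these data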;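 further: cytokine-independent growth of Ba/F3 cells driven by EpoR plus mutant JAK2; 0% = DMSO-treated cells and 100% = JAK inhibitor I control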
PERK inh = inhibitors of human PERK kinase; hit rate 0.17% among 220,000; Q9NZJ5; CHO PERK-DD fusion, SEAP luminescence translation reporter; inhibition, % at 5.6 µM;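 active means inhibition above the mean inhibition of all tested compounds plus 3 SD, set separately per screening campaign, cut at about 2.9% in these data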;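 further: PERK kinase domain activated by AP20187 dimerizer at 100 nM; 0% = DMSO with dimerizer and 100% = rapamycin at 8.4 µM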
BaF3 tox = reduces parental Ba/F3 cell viability, JAK2V617F counter-screen | CellTiter-Glo ATP luminescence | inhibition, % at 5.6 µM | hit rate 1.1% among 220,000;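 active means inhibition above a per-campaign cutoff, the mean inhibition of all tested compounds plus 3 SD, cut at about 27% in these data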;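 further: 0% = DMSO wells and 100% = JAK Inhibitor I control wells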
S1P4 agonist = activates the human S1P4 receptor. AID 1509. activation, % at 4.98 µM. O95977. hit rate 0.35% among 220,000. S1P4-expressing cell line, agonist reporter assay; in the data active means activation above about 11%;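 further: 0% = DMSO vehicle and 100% = reference agonist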
The depositor's hits bear a star; . = not tested or not shown; [ ] = dose if it differs, or a comment.

Order of results – eIF4E 4G PPI, BaF3 tox, PERK inh, S1P4 antag, MDM2 E3 inh, S1P4 agonist, Wee1 degr inh, NPY2 pot ag, Ba/F3 V617F tox
1) O=C(Cn1c(C(=O)N2CCN(C3CCCC3)CC2)cc2sccc21)c1ccccc1
    -2, 3, -0.5, -13, 5, -1.9, -3, -2, -3
2) CCOc1ccccc1Nc1nc(-c2sc(NC(=O)c3cccc(Cl)c3)nc2C)cs1
    -16, 1, 0.7, 14, -53, 0.8, 1, -15, 0
3) Cc1ccc(C(=O)Nc2c(C)n(C)n(-c3ccccc3)c2=O)cc1S(=O)(=O)N1CCOCC1
    ., 7, -0.2, 10, ., 2.2, 1, -1, -3
4) Cc1ccc2cc3c(NC(=O)C(C)C)nn(C)c3nc2c1
    2, 0, -1.6, -9, -5, -3.2, 3, 10, -2
5) COc1ccc(CCNC(=O)c2cccc(S(=O)(=O)N3CCCCC3)c2)cc1
    2, 4, 0.7, -3, 0, -1.6, 0, 5, -2
6) COc1cccc(C(=O)Nc2nnc(C(C)C)s2)c1
    2, -3, -0.3, -15, -39, 1.6, 0, -7, -4
7) C=CCNC(=O)c1sc(-c2ccccc2)nc1C
    1, 4, 0.6, -24, -3, 0.4, 4, 4, -3
8) CCSc1nc(-c2ccccc2)c2cc(Cl)ccc2n1
    0, 4, -0.7, -25, ., -0.6, 2, -7, 1
9) O=C(CN1C(=O)CCC1=O)Nc1ccc(S(=O)(=O)N2CCOCC2)cc1
    -2[fluorescence artefact?], 0, -0.4, 0, -20, 4.1, -3, 19, -2
10) COC(=O)c1sc(NC(=O)CSc2nnc(Cn3nnc4ccccc43)n2C)nc1C
    2, 4, 1.1, -14, -3, -1.9, 0, 10, -1
11) c1ccc(-c2noc(-c3ccc4c(c3)OCO4)n2)cc1
    7, 3, 0.7, -3, -77, 0.9, 2, -3, -3
12) CCCCOC(=O)Nc1ccc(C(N)=O)cc1
    -4, 7, 1.4, -13, -6, -0.2, 3, 2, -1
13) Cc1oc(-c2ccc(Cl)cc2)nc1CN1CCC(C(=O)N2CCN(Cc3ccccc3)CC2)CC1
    -3[fluorescence artefact?], 6, 0.3, -7, -18, -1.5, 1, -20, 0
14) O=C(Nc1ccc(F)cc1)C1CCC(CNc2c(N3CCCCC3)c(=O)c2=O)CC1 (stereo not drawn)
    -4, 4, 0.9, 6, -3, 0.3, -2, -2, -1
15) O=S(=O)(Nc1cccc(-c2cn3cccnc3n2)c1)c1ccccc1
    -1, 9, -0.8, -25, -13, -1.3, 8, 9, 3
16) C/C(=N\S(=O)(=O)c1ccc(C)cc1)N1CCN(S(=O)(=O)c2ccccc2)C1C(C)C (stereo not drawn)
    13, 2, -0.9, 6, -7, -2.0, -1, -3, 3
17) S=C(NCc1cccs1)Nc1cccc(Cl)c1Cl
    2, 1, 0.4, -6, 0, -0.9, -3, 10, -3
18) CCOCCCNCC(=O)NCC1CCCCC1
    3, 5, -0.1, -1, 0, 3.8, -1, -4, 1
19) Cc1ccc(C2NC(=O)c3c(sc(C)c3C)N2)c(O)c1 (stereo not drawn)
    -18, 4, -0.3, -6, -38, 1.8, 0, 0, -2
20) Cc1cccn2c(=O)c(/C=C(\C#N)C(=O)NC3CCS(=O)(=O)C3)c(N3CCC(C)CC3)nc12 (stereo not drawn)
    5, 5, -0.6, -20, ., 4.5, 2, -4, 3
21) COc1ccc(C(=O)Cn2c(Br)nc3c2c(=O)n(C)c(=O)n3C)cc1
    -2, 8, -1.1, -9, 3, -0.3, 0, -1, -2
22) Cc1ccc(N2CCN(S(=O)(=O)c3ccc(F)c(C)c3)CC2)c(C)c1
    5, 5, 0.9, -5, -13, 0.3, -2, -17, -1
23) COc1ccc(OCC(=O)Nn2c(-c3ccc(C)cc3)nc3ccccc3c2=O)cc1
    -1, 6, -0.2, -21, -5, 1.5, 1, -18, 3
24) CCn1c2ccccc2c2nnc(SCc3ccc(C(=O)OC)o3)nc21
    1, 2, -0.1, 0, -5, 0.2, 1, -15, -1
25) Nc1ccc(Cc2ccc(N)c(C(=O)O)c2)cc1C(=O)O
    4, -2, 1.4, -5, -5, -1.7, 0, -4, -6
26) Cn1c(NC(=O)c2cccs2)cc(=O)n(C)c1=O
    0, 3, 0.2, -13, -20, 1.3, 1, 9, -2
27) Cc1cccc2cc(CN(C(=O)c3cnccn3)C3CCCCC3)c(Cl)nc12
    8, 12, -0.2, -15, 2, -1.4, -1, -1, -2
28) Nc1cccc(CN2CCCC2)c1
    -1, 6, 0.1, -11, -18, 0.5, -4, -1, 1
29) CO/N=C/c1ccc(Sc2ccccc2)c([N+](=O)[O-])c1
    5, 5, -0.4, 5, 5, -0.5, 2, -7, 0
30) CCn1c(=O)oc2cc(NC(=O)CCl)ccc21
    1, -10, 0.8, -10, -3, 0.5, -1, -3, -1
31) CCOC(=O)c1c(NC(=O)C2CC=CCC2C(=O)O)sc(C)c1CC (stereo not drawn)
    -2, 0, 0.3, 4, -8, -1.9, 6, -9, 3
32) CCOc1ccc(NC(=O)C(=O)NCC2CCCN2CC)cc1 (stereo not drawn)
    0, 5, 0.1, 6, 17, -0.2, -1, 2, 3
33) CC1Cc2ccccc2N1C(=O)CSc1nc(-c2ccccc2)cs1 (stereo not drawn)
    -2, 6, 0.0, -12, -8, 5.0, 0, -14, 1
34) CCOc1ccc(-c2nnc(N)o2)cc1
    -12, 2, 0.9, 5, -5, 0.9, 3, 1, -2
35) CCOC(=O)Cn1c(=N)n(CCOc2cccc(C)c2)c2ccccc21
    -7, -3, 0.1, -1, -4, -0.3, -3, -6, -2
36) CCOC(=O)c1sc(C)c(C(=O)NCCCN2CCOCC2)c1N
    2, 2, -0.7, 13, -1, 0.0, 5, 11, -4
37) O=C(c1cn(-c2ccccc2)nc1-c1ccncc1)N1CCCCC1
    -2, 4, -0.2, -7, -16, 2.7, -2, 11, -2
38) CC(C)C1C(c2ccccc2)NC(c2ccccc2)CC1(O)c1ccc(F)cc1 (stereo not drawn)
    4, 4, -0.2, -7, -14, 0.6, -4, -34, -4
39) CCOC(=O)c1cc(-c2ccccc2)n(CC(=O)Nc2ccc(OC)cc2)c1C
    3, 4, 0.8, -3, -1, 0.7, -3, -3, -1
40) Cc1ccc(-c2nc3c(c(=O)[nH]c(=O)n3Cc3ccccc3)n2Cc2ccccc2)o1
    2, 8, 0.1, -2, 5, -0.4, -3, -15, 4
41) Cc1ccc(OCC(=O)NN2C(=O)c3ccccc3C2=O)cc1
    2, -1, -0.2, 10, -13, 0.5, -1, -20, 3
42) Cn1c(O)c(C=NC(CC(N)=O)C(=O)O)c(=O)n(C)c1=O (stereo not drawn)
    -11, 1, 0.4, -11, -12, 0.0, 3, 14, -1
43) S=c1[nH]nc(-c2cc(-c3ccccc3)n[nH]2)n1/N=C/c1ccc(Cl)cc1
    0, 0, 1.1, 3, -7, -0.1, 2, -41, -4
44) O=C(NCCCn1ccnc1)/C(=C/c1ccco1)NC(=O)c1cccs1
    -1, 8, 0.8, -8, -10, 0.4, 4, -1, -1
45) Cc1nc(C(F)(F)F)ccc1C(=O)Nc1ccccc1F
    -2, -1, -1.8, -3, -27, 1.7, -3, -9, 0
46) CCn1cnc2cc(NCc3nc4ccccc4n3Cc3ccccc3)ccc21
    -4[fluorescence artefact?], 2, -1.1, -18, ., 2.4, 0, 0, -3
47) Cc1cccc(-n2cnc(C(=O)NNC(=S)Nc3ccccc3)c2)n1
    -5, 12, 0.7, -22, -10, -0.1, -1, -3, 5
48) CC/C(=N/Nc1ccc(Cl)cc1)c1cnnc(SC)n1
    1, 2, 1.2, 0, -6, -1.7, -2, -4, -1
49) COc1ccc(C2C(C#N)=C(N)Oc3cc(C)[nH]c(=O)c32)cc1OC (stereo not drawn)
    -3, -4, 0.3, 15, -6, -0.2, -3, 2, -1
50) COc1cccc(NC(=S)NNC(=O)c2ccccc2OC(F)F)c1
    -8, 6, -0.6, -17, -20, 0.0, 1, -18, 1

Some of these compounds in order of SMILES length, low to high.
Order of results – eIF4E 4G PPI, BaF3 tox, PERK inh, S1P4 antag, MDM2 E3 inh, S1P4 agonist, Wee1 degr inh, NPY2 pot ag, Ba/F3 V617F tox
48) CC/C(=N/Nc1ccc(Cl)cc1)c1cnnc(SC)n1
    1, 2, 1.2, 0, -6, -1.7, -2, -4, -1
50) COc1cccc(NC(=S)NNC(=O)c2ccccc2OC(F)F)c1
    -8, 6, -0.6, -17, -20, 0.0, 1, -18, 1
37) O=C(c1cn(-c2ccccc2)nc1-c1ccncc1)N1CCCCC1
    -2, 4, -0.2, -7, -16, 2.7, -2, 11, -2
42) Cn1c(O)c(C=NC(CC(N)=O)C(=O)O)c(=O)n(C)c1=O (stereo not drawn)
    -11, 1, 0.4, -11, -12, 0.0, 3, 14, -1
31) CCOC(=O)c1c(NC(=O)C2CC=CCC2C(=O)O)sc(C)c1CC (stereo not drawn)
    -2, 0, 0.3, 4, -8, -1.9, 6, -9, 3
27) Cc1cccc2cc(CN(C(=O)c3cnccn3)C3CCCCC3)c(Cl)nc12
    8, 12, -0.2, -15, 2, -1.4, -1, -1, -2
9) O=C(CN1C(=O)CCC1=O)Nc1ccc(S(=O)(=O)N2CCOCC2)cc1
    -2[fluorescence artefact?], 0, -0.4, 0, -20, 4.1, -3, 19, -2
40) Cc1ccc(-c2nc3c(c(=O)[nH]c(=O)n3Cc3ccccc3)n2Cc2ccccc2)o1
    2, 8, 0.1, -2, 5, -0.4, -3, -15, 4
13) Cc1oc(-c2ccc(Cl)cc2)nc1CN1CCC(C(=O)N2CCN(Cc3ccccc3)CC2)CC1
    -3[fluorescence artefact?], 6, 0.3, -7, -18, -1.5, 1, -20, 0

(continued)
Order of results – eIF4E 4G PPI, BaF3 tox, PERK inh, S1P4 antag, MDM2 E3 inh, S1P4 agonist, Wee1 degr inh, NPY2 pot ag, Ba/F3 V617F tox
51) CN(C(=O)c1ccccc1)c1nc2ccccc2s1
    1, 3, 0.8, -15, -51, 0.8, 13*, -3, 1
52) CCOC(=O)C1C(c2ccccc2)N(C)OC1(O)C(F)(F)F (stereo not drawn)
    1, 6, 1.3, -6, 35*, 4.0, -2, 9, 2
53) CCOC(=O)c1nc(C)sc1-c1ccnn1S(=O)(=O)c1ccccc1C(F)(F)F
    -3, -2, -0.6, -12, -9, 2.0, 2, 8, -1
54) CC(O)c1cccc(NC(=O)C2CCCCC2)c1 (stereo not drawn)
    2, 6, 0.6, -1, -16, 0.9, -2, 13, 0

Compound activity deposited in PubChem by several laboratories.
